Source: PubChem BioAssay
GALK inh – qHTS Assay for Inhibitors of Human Galactokinase (GALK); Purified GALK, Kinase-Glo residual ATP luminescence; Potency, µM (titrated, usually from 57.5 µM), for inactives: top-dose activity change, negative = inhibition, actives largely listed as inhibitors; 0.007% of 270,000 active; AID 1868, 2009; also: potency is read from the fitted curve at half-maximal effect; % is scaled to controls: 0 for no effect and ±100 for the full control effect
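5 nM enzyme, 35 uM ATP, 100 uM galactose, 20 mM HEPES pH8.0, 5 mM MgCl2; 1 h RT; residual ATP by Kinase-Glo Plus luminescence, qHTS format.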
KCNH2 3.1 block – qHTS for Inhibitors of KCHN2 3.1: Mutant qHTS; Potassium voltage-gated channel subfamily H member 2, brain isoform KCNH2 3.1 (human); U2OS KCNH2 3.1, thallium flux FluxOr; hits give low values; activity change, % (tested at about 1.8 µM); 0.95% of 340,000 active;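 active = maximum activity change below -70%; inconclusive = maximum activity change from -70% to -50%; inactive = maximum activity change above -50%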;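 also: thallium influx rate constant from kinetic fluorescence after stimulation buffer; % is scaled to controls: 0 for no effect and ±100 for the full control effect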
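Normalized rate constant (relative to positive and negative DMSO controls) derived from a 2 min kinetic fluorescence read after stimulation; U2OS cells expressing the 3.1 isoform via virus at 1.77 x 10^8 /mL.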
MBNL1-CUG inh – qHTS Assay for Inhibitors of MBNL1-poly(CUG) RNA binding; Muscleblind-like protein 1 (Homo sapiens), Q9NR56; TR-FRET MBNL1-His/biotin-(CUG)12 binding, 665/545 ratio; Potency, µM (top dose mostly 57.5 µM), inactives show at the highest dose activity change, negative = inhibition, most hits filed as inhibitors; 0.036% of 280,000 active; AID 2675, 2010; active = well fitted inhibition curve with a large enough effect in the signal ratio, with a control signal flat, not every such curve was filed as active; inconclusive = small, poorly fitted or top-dose-only effect, or effect the other way, or a change in a side signal; inactive = no such curve, though single readings can be large or run the other way; the % refers to the signal ratio; also: potency is read from the fitted curve at half-maximal effect; % is scaled to controls: 0 for no effect and ±100 for the full control effect
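MBNL1-His + Biotin-(CUG)12, cpd titration 92 nM–58 uM; Tb anti-His Ab 0.055 ng/ul, SA-XL665 5 nM (final); 60 min RT; ratiometric 665/545 nm, Ex 340 nm; normalized to buffer and full-complex controls.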
a7 integrin act – qHTS for Activators of Integrin-Mediated Alleviation for Muscular Dystrophy; alpha7betagal myoblasts, beta-gal FDG fluorescence, 48 h; Potency, µM (top dose mostly 38.3 µM), inactives show at the highest dose activation, actives largely listed as activators; 0.064% of 350,000 active;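 also: potency is read from the fitted curve at half-maximal effect; 100% = response of the positive control SU9516; nearly all actives have a fitted effect of over 60% in size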
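Alpha7betagal+/- myoblasts (passage 13) were plated 16-24 hr, then exposed to compounds (1:260 dilution of DMSO stock) for 48 hours at 37C. After MPER lysis, β-galactosidase reporter activity was read as FDG fluorescence (ex 480/em 540) after 30 minutes.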
KCNH2 WT inh – qHTS for Inhibitors of KCHN2 3.1: Wildtype qHTS; Voltage-gated inwardly rectifying potassium channel KCNH2 (Homo sapiens), Q12809; U2OS, BacMam KCNH2, thallium flux FluxOr; hits give low values; activity change, % at 1.84 µM; 0.37% of 340,000 active; AID 720551, 2013;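 active = maximum activity change below -70%; inconclusive = maximum activity change between -70% and -50%; inactive = maximum activity change above -50%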; also: % is scaled to controls: 0 for no effect and ±100 for the full control effect
Target sequence (Q12809 whole entry, looked up): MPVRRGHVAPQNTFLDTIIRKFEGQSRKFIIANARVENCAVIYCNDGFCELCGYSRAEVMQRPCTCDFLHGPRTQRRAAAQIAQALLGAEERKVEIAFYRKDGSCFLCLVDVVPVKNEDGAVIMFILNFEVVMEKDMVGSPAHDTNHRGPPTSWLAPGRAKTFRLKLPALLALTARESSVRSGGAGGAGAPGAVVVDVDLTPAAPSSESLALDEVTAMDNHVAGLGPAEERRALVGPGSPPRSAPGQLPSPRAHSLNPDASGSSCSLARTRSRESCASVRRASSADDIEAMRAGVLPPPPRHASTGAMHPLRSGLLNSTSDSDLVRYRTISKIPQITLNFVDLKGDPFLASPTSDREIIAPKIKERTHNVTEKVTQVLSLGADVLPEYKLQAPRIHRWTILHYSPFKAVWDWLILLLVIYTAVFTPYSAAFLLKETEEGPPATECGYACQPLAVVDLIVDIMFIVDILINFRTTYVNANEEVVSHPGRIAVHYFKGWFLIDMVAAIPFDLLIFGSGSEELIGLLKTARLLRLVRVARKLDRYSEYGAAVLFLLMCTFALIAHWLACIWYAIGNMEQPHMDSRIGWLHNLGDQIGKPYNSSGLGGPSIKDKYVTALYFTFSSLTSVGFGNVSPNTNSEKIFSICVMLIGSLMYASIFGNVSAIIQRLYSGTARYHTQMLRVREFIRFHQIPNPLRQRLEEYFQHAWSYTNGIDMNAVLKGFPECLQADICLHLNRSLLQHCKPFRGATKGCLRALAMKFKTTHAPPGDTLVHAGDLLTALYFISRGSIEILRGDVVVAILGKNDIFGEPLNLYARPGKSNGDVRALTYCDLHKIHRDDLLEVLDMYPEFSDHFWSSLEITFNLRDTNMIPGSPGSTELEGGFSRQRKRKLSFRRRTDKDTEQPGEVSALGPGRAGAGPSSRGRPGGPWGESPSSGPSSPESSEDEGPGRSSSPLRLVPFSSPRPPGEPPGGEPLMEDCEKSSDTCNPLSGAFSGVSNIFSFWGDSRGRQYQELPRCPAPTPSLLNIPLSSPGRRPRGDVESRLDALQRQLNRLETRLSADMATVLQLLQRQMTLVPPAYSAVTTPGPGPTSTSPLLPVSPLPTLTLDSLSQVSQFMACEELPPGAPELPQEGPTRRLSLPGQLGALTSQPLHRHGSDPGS
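U2OS cells transduced with wild-type KCNH2 virus are loaded with FluxOr dye for 45 min, and thallium flux is measured in kinetic reads before and after stimulation buffer. Rate constants are normalized to DMSO controls.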
ASM inhibitor – Inhibitors of Secretory Acid Sphingomyelinase (S-ASM): qHTS. 0.006% of 340,000 active. Potency, µM (series often up to 57.5 µM), for the others: top-dose activity change, negative = inhibition, actives largely listed as inhibitors. AID 504937, 2011. placental ASM, HMU-PC fluorogenic substrate, 60 min; also: potency is read from the fitted curve at half-maximal effect
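qHTS format. ASM enzyme prepared from human placenta hydrolyses the fluorogenic substrate HMU-PC0 (9 uM final) over 60 min at 37 °C after a 10 min compound preincubation.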
Coupling enz – qHTS Assay for Inhibitors of Fructose-1,6-bisphosphate Aldolase from Giardia Lamblia: Coupling assay counterscreen | AID 2472, 2010 | activity change, negative = inhibition, % at 58.2 µM, hits read low | 0.67% of 290,000 active | coupling enzyme system counterscreen, AmpLite Red fluorescence; in the data active = activity change below about -30%; also: % is scaled to controls: 0 for no effect and ±100 for the full control effect
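First, compound is pin-transferred into glyceraldehyde-3-phosphate coupling-enzyme reagent at 57.5 uM final and held 10 min at RT. Next, substrate, coupling system and AmpLite Red are added. After 20 min RT, fluorescence (525/598 nm) is read.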
MLL CXXC-DNA inh – qHTS Fluorescence Polarization Assay for Inhibitors of MLL CXXC domain - DNA interaction. MLL-CXXC / FITC-HOXA9 DNA fluorescence polarization. Histone-lysine N-methyltransferase 2A (Homo sapiens), Q03164. AID 2662, 2010. Potency, µM (titrated, usually from 115 µM), without a hit: top-dose activity change, negative = inhibition, usual class: inhibitors. 0.037% of 290,000 active; active = well fitted inhibition curve with a large enough effect in the polarisation, with a control signal flat, not every such curve was filed as active; inconclusive = small, poorly fitted or top-dose-only effect, or effect the other way, or a change in a side signal; inactive = no such curve, though single readings can be large or run the other way; the % refers to the polarisation; also: potency is read from the fitted curve at half-maximal effect
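Steps: dispense CXXC domain solution (7 uM) → pin compounds or unlabeled HOX-A9 DNA control → 5 min ambient → add FLSN-HOX-A9 solution (50 nM) → spin → 30 min ambient → fluorescence polarization. Tris pH 7.5/NaCl/DTT/BSA buffer.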
TRPV1 agonist – HTS Assay for Compounds that Act as Agonists of the Vanilloid Receptor 1 | Transient receptor potential cation channel subfamily V member 1 (Homo sapiens), Q8NER1 | TRPV1-expressing cells, Fluo-8 calcium influx, agonist mode | activation, % at 8.33 µM | 0.19% of 320,000 active | AID 540275, 2011; in the data active = activation above about 80%; inconclusive = between about 30% and that limit; also: 0% is about no effect
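Cells expressing TRPV1 were dye-loaded with Fluo-8 and read kinetically: 10 s baseline, 3 min after compound (agonist portion), then 2 min after EC20 capsaicin (allosteric enhancer portion). Calcium-bound dye fluorescence at 480/520 nm.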
AT treatment – qHTS Assay for Identifying a Potential Treatment of Ataxia-Telangiectasia | […] A-T fibroblasts, KAP-1 phosphorylation AlphaLISA; neocarzinostatin DNA damage 30 min before lysis | Potency, µM (highest dose often 57.5 µM), for the others: top-dose activation, most hits filed as activators | 0.19% of 320,000 active; also: potency is read from the fitted curve at half-maximal effect; % of control where 0% means no effect; nearly all actives have a fitted effect of over 45% in size
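hTERT-immortalized A-T patient fibroblasts ([…]), 500 cells/well in OPTI-MEM, 1% FBS, got compounds for 60 min, then NCS for 30 min at 37C. Lysates were then assayed for phospho-KAP-1 by AlphaLISA (anti-pKAP1 donor, anti-KAP1 acceptor beads), 6 hr at 25C.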
Active calls of the source: *; ? = inconclusive; . = no result given; [ ] = remark or other dose. Unless noted, calls follow the shape of the dose curve; as a rule, active = well fitted curve in the direction sought with a large enough effect; inconclusive = small, poorly fitted or top-dose-only effect, or another doubt; inactive = no such curve, though single readings can be large; an effect the other way counts as inactive or inconclusive.

Values in the order: GALK inh | KCNH2 3.1 block | MBNL1-CUG inh | a7 integrin act | KCNH2 WT inh | ASM inhibitor | Coupling enz | MLL CXXC-DNA inh | TRPV1 agonist | AT treatment
CC1(C)CC(NC(=O)c2sc3cc(Cl)ccc3c2Cl)CC(C)(C)N1
  -1% | ? | 1% | -68%[inhibitor] | -1 | -1% | 1 | 6% | 2 | 4%
Cc1cc2ccccc2c(=O)n1CC(=O)NC1CCCCCC1
  0% | 15 | 10% | 5% | 5 | -1% | 0 | -5% | 22 | -3%
O=C(CC1c2ccccc2Oc2ccccc21)NCc1ccco1
  2% | 3 | -11% | 28% | -16 | 0% | -2 | 0% | 3 | -1%
O=c1c2sc3nc(N4CCOCC4)c4c(c3c2nnn1Cc1ccccc1)CCCC4
  -4% | -10 | -8% | 9% | 18 | -1% | 4 | 31%[activator] | 27 | 1%
CCN(CC)c1nc2c(c(=O)[nH]c(=O)n2C)n1Cc1ccccc1
  -4% | -1 | -12% | -1% | 2 | 0% | 2 | -4% | 4 | 5%
COc1ccc(NS(=O)(=O)c2cccc(C(=O)NCC(c3ccccc3OC)N3CCCC3)c2)cc1 (stereo not drawn)
  . | -6 | . | -9% | 30 | -1% | . | . | 0 | -1%
CCO[C@@H]1OC(C(=O)N2CCN(Cc3ccccc3)CC2)=C[C@H](C)[C@H]1CCCO
  2% | 16 | 4% | -16% | -6 | 4% | 3 | 3% | 3 | 4%
Cc1cc2nc(/C(C#N)=C/c3ccncc3)[nH]c2cc1C
  0% | -5 | 3% | 9% | -14 | 48%[activator] | 0 | ? | ? | 9%
CCc1ccc(O)c(N=Cc2cccc(C)c2O)c1
  -3% | 19 | 9% | -44% | -4 | 2% | -1 | -7% | 1 | -1%
S=C(NCc1ccccc1)NCC1COc2ccccc2O1 (stereo not drawn)
  0% | -25 | -6% | 13% | -4 | -1% | 6 | 8% | ? | 6%
Cc1ccc(NC(=O)CSc2nnc(-c3ccccn3)n2N)c(Br)c1
  -2% | 13 | 8% | 11% | -8 | 1% | -1 | -3% | 3 | -10%
Cn1ncc([N+](=O)[O-])c1C(=O)N/N=C/c1c[nH]c2ccccc12
  0% | 3 | ? | 7% | -2 | -4% | -6 | 1% | 0 | -2%
Cc1ccc(C(=O)Nc2cccc(-c3cnc4ccccc4n3)c2)cc1
  -2% | -26 | 19% | 41% | 4 | -3% | 1 | 20% | ? | -6%
Cc1ccc(S(=O)(=O)NC(CC(C)C)C(=O)N2CCOCCOCCOCCOCC2)cc1 (stereo not drawn)
  2% | -17 | -6% | 0% | 5 | 6% | -1 | -6% | 1 | -1%
O=C(N/N=C/c1c(O)n(-c2ccc(Cl)cn2)c(=O)c2ccccc12)C1CC1
  0% | -10 | ? | 1% | -6 | 7% | 2 | 53%[activator] | -6 | -7%
Cc1ccccc1S(=O)(=O)N1C[C@H]2CON(C)[C@H]2C[C@H]1c1cccc(-c2ccccc2)c1
  . | -38 | . | ? | -2 | -9% | . | . | . | .
CCS(=O)(=O)N1CCCC(C(=O)NCc2ccc(C)cc2)C1 (stereo not drawn)
  -1% | 10 | -3% | 9% | 7 | 1% | 1 | 2% | ? | -6%
Cc1ccccc1C(=O)N1CCC(C(=O)Nc2nc3ccc(F)cc3s2)CC1
  . | 3 | . | -19% | 6 | -9% | . | . | 1 | 1%
COc1ccc(-c2cccc(C(=O)NCC(=O)O)c2)cc1
  3% | 3 | -4% | -8%[7.66 µM] | -8 | 5% | 9 | -2% | -2 | .
Cc1ccc(S(=O)(=O)N2CCC(C(=O)N/N=C/c3ccncc3)CC2)cc1
  8% | 12 | 10% | 8% | -2 | -13% | 1 | 9% | 0 | 0%

Taken from above.
For KCNH2 WT inh, `Cc1ccccc1S(=O)(=O)N1C[C@H]2CON(C)[C@H]2C[C@H]1c1cccc(-c2ccccc2)c1` has the entry -2
For a7 integrin act, `Cc1cc2nc(/C(C#N)=C/c3ccncc3)[nH]c2cc1C` has the entry 9%

Other compounds.
structure	GALK inh	KCNH2 3.1 block	MBNL1-CUG inh	a7 integrin act	KCNH2 WT inh	ASM inhibitor	Coupling enz	MLL CXXC-DNA inh	TRPV1 agonist	AT treatment
CCN(CC)C(=O)/C(NC(=O)c1ccccc1)=C(/Sc1ncccn1)c1ccccc1	1%	-1	2%	16%	-4	3%	-1	5%	17	-3%
CCOC(=O)N1CCN(C(=O)c2ccc(NS(C)(=O)=O)cc2)CC1	2%	-6	2%	8%	-1	-4%	0	1%	-1	3%
O=C(O)CCn1c(=S)n(CCC(=O)O)c2ccccc21	1%	-1	-4%	-45%	0	2%	4	18%	2	17%
CS(=O)(=O)N(CC(=O)NCc1ccco1)c1ccc(OCc2ccccc2)cc1	4%	2	-2%	12%	-1	-3%	-1	-2%	0	1%
CC(C)NS(=O)(=O)c1ccc(NC(=O)C(C)OC(=O)C2CCC2)cc1 (stereo not drawn)	.	-6	.	?	-6	5%	.	.	4	4%
O=C1NC(=Nc2ccc(Cl)cc2)/C(=C/c2ccco2)S1	1%	20	.	-46%[inhibitor]	0	-2%	-4	3%	11	-9%
CCN(CC)c1ccc(C2NC(=O)NC(C)=C2C(=O)Nc2ccccc2)cc1 (stereo not drawn)	3%	5	4%	2%	0	3%	0	13%	25	-3%
COc1cccc(CN2CCC(C(=O)N3CCC(C)CC3)CC2)c1	0%	-40	-3%	10%	-4	2%	2	-9%	-1	1%
O=C1C(=O)N(Cc2ccncc2)C(c2ccccc2F)/C1=C(\O)c1ccc2c(c1)OCCO2 (stereo not drawn)	-6%	-15	9%	27%	-6	10%	13	1%	0	-2%
C/C(=N\NC(=S)NC1CCCCC1)c1ccc(Cl)c(Cl)c1	-2%	-6	-16%	25%	-2	-9%	0	-6%	?	0%
Cc1ccc(C)c2[nH]c(=O)c(CN(CC3CCCO3)S(=O)(=O)c3ccc4c(c3)OCCO4)cc12 (stereo not drawn)	-1%	0	-2%	-6%[7.66 µM]	5	4%	0	-7%	4	1%
O=C(CN1C(=O)CCC1=O)Nc1cccc(NC(=O)CN2C(=O)CCC2=O)c1	1%	4	-7%	-3%	11	0%	2	7%	0	-3%
COc1cc2oc(=O)ccc2cc1[C@@H](O)[C@@H]1OC(C)(C)OC1(C)C	.	-18	.	0%	1	2%	.	.	2	2%
CC1CCCN(C(=O)C2CCN(Cc3ccc4c(c3)OCO4)CC2)C1 (stereo not drawn)	-5%	-18	-4%	-3%	1	2%	1	2%	0	-10%
O=C(CN(C(=O)CSc1nnc(COc2ccccc2)o1)c1ccc(F)cc1)NC1CCCC1	-1%	-4	0%	9%	5	-3%	4	2%	4	-5%
CS(=O)(=O)Nc1ccccc1C(=O)Nc1cc2c(cc1C(=O)O)OCCCO2	-1%	17	-4%	?	4	11%	0	-9%	-1	2%
O=[N+]([O-])c1cc2c(cc1/C=N/n1c(-c3ccccc3)n[nH]c1=S)OCO2	0%	-1	8%	-7%	3	-6%	1	?	-1	-8%

In the list so far, 2 contain a nitro group on carbon:
structure	GALK inh	KCNH2 3.1 block	MBNL1-CUG inh	a7 integrin act	KCNH2 WT inh	ASM inhibitor	Coupling enz	MLL CXXC-DNA inh	TRPV1 agonist	AT treatment
Cn1ncc([N+](=O)[O-])c1C(=O)N/N=C/c1c[nH]c2ccccc12	0%	3	?	7%	-2	-4%	-6	1%	0	-2%
O=[N+]([O-])c1cc2c(cc1/C=N/n1c(-c3ccccc3)n[nH]c1=S)OCO2	0%	-1	8%	-7%	3	-6%	1	?	-1	-8%

Three entries from above, arranged by their value in ASM inhibitor, largest number first.
smiles	GALK inh	a7 integrin act	ASM inhibitor	MLL CXXC-DNA inh	TRPV1 agonist
Cc1ccc(C)c2[nH]c(=O)c(CN(CC3CCCO3)S(=O)(=O)c3ccc4c(c3)OCCO4)cc12 (stereo not drawn)	-1%	-6%[7.66 µM]	4%	-7%	4
COc1cc2oc(=O)ccc2cc1[C@@H](O)[C@@H]1OC(C)(C)OC1(C)C	.	0%	2%	.	2
C/C(=N\NC(=S)NC1CCCCC1)c1ccc(Cl)c(Cl)c1	-2%	25%	-9%	-6%	?
